Bioassay records deposited in PubChem BioAssay by several laboratories.
TRAIL sens C8 – viability loss with TRAIL in NB7+C8 cells, primary screen, TRAIL sensitizer project, cell-based, ATPlite luminescence; inhibition (viability loss, TRAIL sensitization), % at 10 µM; 1% of 360,000 active; AID 624354, 2012;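 active means compounds causing at least 50% loss of cell viability in the single-dose screen, relative to plate controls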
TWEAK Fn14 block – inhibitors of TWEAK-Fn14 signaling, primary screen, luciferase reporter cells, uHTS; 2% of 360,000 active; inhibition, % at 10 µM; TWEAK-stimulated Fn14 reporter cells, luciferase luminescence, 8 h; in the data active means inhibition above about 50%
NR2F2 inh – NR2F2 transcriptional activity inhibitors, primary screen, cell-based, luciferase reporter, HEK293T, luminescence | HEK293T NGFI-A luciferase reporter | inhibition, % at 8.6 µM | 0.7% of 370,000 active | AID 686940, 2013;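 active means inhibition above a per-plate cutoff, mean inhibition of test wells between control levels plus 3 SD, cut at about 38% in these data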;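 further: cells cotransfected with COUP-TFII expression vector driving the NGFI-A reporter; 0% = median of COUP-TF2 test wells and 100% = reporter-only cells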
Target sequence (P24468 whole entry, looked up): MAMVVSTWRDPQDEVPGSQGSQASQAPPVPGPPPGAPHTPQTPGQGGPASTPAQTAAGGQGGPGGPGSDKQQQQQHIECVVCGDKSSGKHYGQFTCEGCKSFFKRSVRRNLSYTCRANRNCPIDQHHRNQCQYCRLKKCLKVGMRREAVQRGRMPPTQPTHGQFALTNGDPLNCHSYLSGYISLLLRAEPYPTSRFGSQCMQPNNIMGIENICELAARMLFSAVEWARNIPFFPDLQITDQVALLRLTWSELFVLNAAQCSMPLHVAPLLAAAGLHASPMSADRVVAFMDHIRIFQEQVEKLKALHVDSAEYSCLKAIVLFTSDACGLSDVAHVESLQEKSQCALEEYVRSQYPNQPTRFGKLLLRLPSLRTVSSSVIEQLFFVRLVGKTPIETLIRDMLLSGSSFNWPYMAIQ
CF NFkB inh – inhibitors of PAF-induced NF-kB signaling, primary screen, cell-based, GFP fluorescence, uHTS; AID 588850, 2011; inhibition, % at 5 µM; KKLEB NF-kB-GFP reporter, GFP fluorescence overnight; 0.86% of 360,000 active;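 active means at least 50% inhibition at 5 µM, scaled per plate between neutral and stimulator controls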;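 further: PAF is a Pseudomonas aeruginosa culture filtrate used as stimulus; plate controls were PAF-stimulated DMSO wells for no effect and unstimulated DMSO wells for full effect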
NCOA3 inh – SRC3 coactivator transcriptional activity inhibitors, primary screen, cell-based, luminescence. HEK293 GAL4-SRC3 luciferase reporter. inhibition, % at 3.6 µM. 0.17% of 360,000 active. AID 588352, 2011;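 active means inhibition above a per-campaign cutoff, the mean of all compounds plus 3 SD, cut at about 60% in these data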;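 further: 0% = DMSO-treated cells and 100% = gossypol-treated cells at 36 µM; higher means less SRC3-driven luciferase light from the GAL4 reporter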
KKLEB tox – cytotoxicity in KKLEB CF airway cells, primary screen, cytotoxicity control for CF NF-kB inhibitor project, cell-based, uHTS, fluorescence assay plates. KKLEB CF airway cells viability, ATPlite luminescence, overnight; hits give low values; cells stimulated with P. aeruginosa culture filtrate. activity change (cytotoxicity), % at 5 µM. 0.36% of 360,000 active;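 active means corrected activity change at or below -50% at 5 µM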
LRH-1 inv ag – LRH-1 (NR5A2) inverse agonists, primary screen, cell-based, luminescence, HEK293T, StAR-luciferase reporter; 0.13% of 360,000 active; AID 602396, 2012; inhibition, % at 3.6 µM; LRH-1 transfected, 24 h;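 active means inhibition above the mean inhibition of all tested compounds plus 3 SD, cut at about 73% in these data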;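 further: 0% = DMSO wells and 100% = reporter-only cells lacking LRH-1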
Target sequence (O00482 whole entry, looked up): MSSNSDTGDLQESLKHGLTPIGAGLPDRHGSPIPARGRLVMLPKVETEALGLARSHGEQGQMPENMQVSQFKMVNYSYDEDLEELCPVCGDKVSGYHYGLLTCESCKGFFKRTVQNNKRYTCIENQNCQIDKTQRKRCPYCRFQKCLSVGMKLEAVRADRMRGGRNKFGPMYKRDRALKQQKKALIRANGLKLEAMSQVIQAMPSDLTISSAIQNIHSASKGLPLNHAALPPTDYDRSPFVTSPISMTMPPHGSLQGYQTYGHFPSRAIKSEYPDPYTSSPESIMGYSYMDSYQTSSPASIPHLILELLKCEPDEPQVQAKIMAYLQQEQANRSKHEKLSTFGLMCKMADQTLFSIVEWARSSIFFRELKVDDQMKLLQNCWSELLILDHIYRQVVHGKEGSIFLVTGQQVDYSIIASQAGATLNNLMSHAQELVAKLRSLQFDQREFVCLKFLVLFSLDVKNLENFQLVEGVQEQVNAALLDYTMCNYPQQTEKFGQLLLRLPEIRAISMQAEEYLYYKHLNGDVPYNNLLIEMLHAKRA
TROY NFkB inh – inhibitors of TROY-driven NF-kB signaling, primary screen, Q293 LMP1-TROYcd cells, NF-kB luciferase, uHTS. Q293 LMP1-TROYcd NF-kB luciferase reporter, 4 h. inhibition, % at 10 µM. 0.98% of 360,000 active. AID 1347056, 2019;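 active means compounds whose plate-normalised and pattern-corrected inhibition of the luciferase reporter signal at the single screening dose is 50% or more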
LMP1 NFkB inh – EBV LMP1-driven NF-kappaB luciferase reporter inhibitors, primary screen, cell-based, luminescence, single point. LMP1-induced NF-kappaB luciferase reporter cells. inhibition, % at 12.5 µM. 0.69% of 350,000 active; in the data active means inhibition above about 41%;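 further: 0% = neutral control wells and 100% = reference inhibitor control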
NCOA1 inh – SRC1 coactivator transcriptional activity inhibitors, primary screen, cell-based, luminescence; inhibition, % at 3.6 µM; AID 588354, 2011; HEK293 GAL4-SRC1 luciferase reporter; Nuclear receptor coactivator 1 (Homo sapiens), Q15788; 0.12% of 360,000 active;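 active means inhibition above the campaign mean plus 3 SD, with each screening campaign given its own cutoff, cut at about 60% in these data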;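 further: 0% = DMSO treated cells and 100% = gossypol at 36 µM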
NCOA2 inhibitor – inhibition of GAL4-SRC2 driven luciferase reporter, primary screen, SRC2 inhibitor project, cell-based, luminescence. 0.17% of 370,000 active. Nuclear receptor coactivator 2 (Homo sapiens), Q15596. HEK293 GAL4-SRC2 luciferase reporter. inhibition, % at 9 µM;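 active means inhibition above the mean inhibition of all tested compounds plus 3 SD, set per campaign, cut at about 52% in these data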;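 further: 0% = DMSO treated cells and 100% = cells given Gossypol at 36 µM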
An asterisk follows results filed as active; / = no result given.

entry	mol	TRAIL sens C8	TWEAK Fn14 block	NR2F2 inh	CF NFkB inh	NCOA3 inh	KKLEB tox	LRH-1 inv ag	TROY NFkB inh	LMP1 NFkB inh	NCOA1 inh	NCOA2 inhibitor
1	COc1ccccc1CCNS(=O)(=O)c1cc2c3c(c1)C(C)C(=O)N3CCC2 (stereo unspecified)	-22	10	-10	32	-9	-20	-14	-10	5	-12	-33
2	COc1ccc(CN(CC(O)COCc2ccccc2)S(=O)(=O)c2ccccc2Br)cc1OC (stereo unspecified)	1	15	2	13	-7	4	16	8	0	7	-16
3	CCCCc1noc2c1/C(=N\O)CC(c1ccccc1)C2 (stereo unspecified)	7	-3	-9	8	-38	-7	-38	-45	4	-35	-67
4	CC1(C)Cc2nc(NC3CCCCC3)c(C#N)cc2CO1	-2	-4	-22	12	12	3	9	-2	-10	-33	-4
5	CC(=O)N(CN1C(=O)c2ccc([N+](=O)[O-])cc2C1=O)c1ccc(F)cc1	8	-9	12	-8	-15	3	-4	9	-11	5	-12
6	O=S(c1ccc2ccccc2c1)c1cnns1 (stereo unspecified)	-20	-97	20	-44	19	-8	53	-35	-10	3	34
7	COc1ccccc1CN1CC(C(=O)NCCCc2ccc(F)cc2)CCC1=O (stereo unspecified)	22	5	1	3	9	8	14	-22	-4	-2	10
8	NC(=O)c1cccc(-c2csc(C(O)c3cccc(Cl)c3)n2)c1 (stereo unspecified)	-6	17	-4	-32	3	-2	-20	1	/	0	-19
9	COc1ccc(OCC(=O)NC(=S)Nc2ccc(S(=O)(=O)Nc3cc(OC)nc(OC)n3)cc2)cc1	19	1	-11	2	16	4	-5	-6	-7	1	11
10	C[C@H](CO)N1C[C@H](C)[C@H](CN(C)C(=O)Nc2ccccc2)OCc2cnnn2CCCC1=O	-5	-2	1	6	-8	4	13	5	-2	0	12
11	O=C(NCCCc1ccccn1)C1CCC(=O)N(Cc2cccc(F)c2)C1 (stereo unspecified)	10	9	-5	-14	13	14	9	-2	-7	-14	15
12	CC(=O)c1ccc(S(=O)(=O)N2CCN(C(=O)C3CCCC3)CC2)cc1	4	-5	-4	-12	8	13	13	4	2	-8	-11
13	COc1ccc(C(=O)Nc2ccc(S(=O)(=O)Nc3ncccn3)cc2)cc1OC	-4	-27	-24	13	4	5	-33	-1	3	0	-16
14	CCOC(=O)c1cccc(S(=O)(=O)N2CCOCC2)c1	3	-3	6	25	20	-2	1	-3	-2	6	-19
15	Cc1cccc(-n2nnnc2SCC(=O)c2cc(C)n(Cc3ccco3)c2C)c1	1	4	-8	-28	-2	13	7	11	12	-5	-18
16	COc1ccc(CN2CCN(C(C)C(=O)NC(C)c3ccc(F)cc3)CC2)cc1F (stereo unspecified)	-23	-12	-3	10	-21	3	20	1	4	16	-32
17	CC(NC(=O)c1cc2c(=O)n(C)c3ccccc3c2n1C)c1ccc2c(c1)OCCO2 (stereo unspecified)	15	4	-2	10	-18	-14	-11	13	14	-3	-16
18	COCCNC(=O)Cn1c(=O)n(CCCCCC(=O)Nc2ccccc2)c(=O)c2sccc21	4	-10	-5	6	-20	0	11	4	0	7	-14
19	CN(C)c1cc(-c2ccc(C#N)cc2)oc(=O)c1Cl	-8	2	-3	-3	18	-6	2	-5	/	-1	8
20	COC(=O)c1cccc(Nc2ncnc3ccc(C)cc23)c1	-37	12	12	13	14	-6	-11	3	0	12	14
21	COc1ccc(C(=O)NC(=S)Nc2ccc(N3CCCC3)cc2)cc1	3	10	-8	4	-4	-12	7	6	8	-23	3
22	COc1ccc(CCNC(=O)CCCCC(=O)NCCc2ccc(OC)c(OC)c2)cc1OC	3	0	-3	-23	16	-2	3	-16	0	16	-15
23	O=C(O)c1cccc(S(=O)(=O)Nc2cccc(S(=O)(=O)Nc3ccc(Br)cc3)c2)c1	5	10	-4	10	3	-6	-3	-2	-2	11	-25
24	CCOc1ccc2[nH]c3c(=O)n(CCc4ccc(OC)cc4)cnc3c2c1	3	-15	9	0	8	2	-22	3	7	-2	9
25	Oc1ccc(Oc2ccc3c(C(F)(F)F)cc(C(F)(F)F)nc3n2)cc1	-24	39	49*	0	23	0	18	38	48*	-3	11

The last 2 records of the part before open the next one.
entry	mol	TRAIL sens C8	TWEAK Fn14 block	NR2F2 inh	CF NFkB inh	NCOA3 inh	KKLEB tox	LRH-1 inv ag	TROY NFkB inh	LMP1 NFkB inh	NCOA1 inh	NCOA2 inhibitor
24	CCOc1ccc2[nH]c3c(=O)n(CCc4ccc(OC)cc4)cnc3c2c1	3	-15	9	0	8	2	-22	3	7	-2	9
25	Oc1ccc(Oc2ccc3c(C(F)(F)F)cc(C(F)(F)F)nc3n2)cc1	-24	39	49*	0	23	0	18	38	48*	-3	11
26	OC(c1ccccn1)(c1ccccn1)c1ccccn1	-2	7	20	-7	8	5	0	-6	-4	-4	-6
27	CCOC(=O)c1sc(NC(=O)CC)nc1C	2	-7	6	-12	23	4	6	-14	-28	10	6
28	COc1ccc(C2(C)NC(=O)N(Cc3cc(Cl)cc4c3OCOC4)C2=O)cc1OC (stereo unspecified)	-2	5	9	20	-3	-6	-10	8	6	-8	14
29	CN(C)c1ccc(CC(=O)N2CCCC(c3cc(C(=O)Nc4ccc(C(C)(C)C)cc4)no3)C2)cc1 (stereo unspecified)	19	79*	64*	-20	-7	20	16	38	/	-6	12
30	CCCCn1c(N)c(N(CC(C)C)C(=O)CC2CCCC2)c(=O)[nH]c1=O	-23	-5	-13	-4	17	1	-9	-19	-7	-3	-7
31	C/C(=N\NC(=O)c1nn(C)c(C)c1Br)c1ccc(NC(=O)C2CCCC2)cc1	14	-53	-70	-27	-58	4	-158	-28	-21	-136	-49
32	CC1=C(C(=O)Nc2ccccc2)C(c2cccnc2)n2nc(-c3cccnc3)nc2N1 (stereo unspecified)	-26	2	-14	-2	7	15	6	12	0	8	2
33	COc1cc2c(cc1OC)C(c1ccccc1N)=NCC2	-6	-8	-3	-2	16	-1	18	38	6	1	13
34	O=C(Nc1ccc(S(=O)(=O)N2CCOCC2)cc1)c1ccccc1Br	-16	-5	13	-2	-2	5	7	13	3	-14	-2
35	C/C(CCc1ccco1)=N/NC(=O)CCC(=O)Nc1cccc(Cl)c1	-6	-7	7	2	13	5	0	2	1	0	-4
36	CN(C)S(=O)(=O)c1cccc(NC(=O)CN2C(=O)C3C4C=CC(C4)C3C2=O)c1 (stereo unspecified)	1	-18	5	8	-3	3	-2	-7	4	1	-14
37	CC(=O)NC(Cc1ccc(C(C)C)cc1)C(=O)NC1CCN(C(=O)c2cccc(C)c2)CC1 (stereo unspecified)	-1	3	-8	2	7	8	2	2	-3	-9	14
38	CCCCc1ccc(NC(=S)NCc2cccnc2)cc1	-1	2	5	8	17	2	-6	4	11	7	1
39	COC(=O)CCC(=O)OC1(C)C(=O)C2=CN(C3CCCC3)C(c3ccc(OC)cc3)=CC2=C(Br)C1=O (stereo unspecified)	-1	-3	-20	12	-3	-16	-6	-2	6	15	10
40	O=C(NNS(=O)(=O)c1ccc(Cl)cc1Cl)c1cc2ncc(C(F)(F)F)cc2s1	-15	10	-9	18	6	-1	7	5	-3	-1	-34
41	Cc1cc(=O)c(C(=O)O)nn1-c1ccccc1C(F)(F)F	-1	42	-4	0	-7	12	-5	8	-1	16	-2
42	CCOC(=O)C1CCCCN1Cc1cc(OC)ccc1OC (stereo unspecified)	6	6	15	12	6	5	-4	-3	-12	2	-3
43	COc1ccc(/C=N/NC(=O)c2cccnc2)c2ccccc12	7	-4	-7	-30	-27	19	6	-23	4	-9	-20
44	Cc1ccc(S(=O)(=O)NNC(=O)c2ccccc2-n2cccc2)cc1	-1	8	-2	-14	2	-11	22	2	0	11	17
45	COc1cc(CNCCc2ccccc2)ccc1OCC(N)=O	-2	-7	-3	1	-30	2	-2	10	0	22	-34
46	COc1cc(/C=N/NC(=O)c2ccc(CSc3nncn3C)cc2)ccc1OCC(=O)N1CC(C)OC(C)C1 (stereo unspecified)	-8	-2	-14	-3	10	-2	-17	-5	3	-9	-10
47	O=C1CC(NNc2ccccc2)C(=O)N1c1ccc(N2CCCCC2)cc1 (stereo unspecified)	3	-9	7	17	-1	-7	1	18	2	-8	-4
48	CN(C)/C(=N\S(=O)(=O)c1ccc(F)cc1)c1ccccc1	2	24	-15	5	-8	-10	-7	-2	-3	3	-4
49	COc1ccc(/C=N/N2CCN(C)CC2)c(OC)c1OC	0	0	0	1	7	1	-4	-34	0	-11	16
50	COc1cccc(CNC(=O)c2cc(C3CC3)nc3c2cnn3C(C)C)c1	6	10	-8	32	-3	-5	-3	10	-5	-21	29
51	CCCCOc1ccc(C(=O)N/C(=C\c2cccc([N+](=O)[O-])c2)C(=O)OCCC)cc1	-13	-61	-31	7	-12	3	-64	-14	-6	-27	-41
52	Oc1[nH]c2ccccc2c1C1=NCCCC1	-3	-15	-3	-7	11	13	-4	-10	-8	2	-3
53	Cc1ccc(NC(=O)/C(C#N)=C/c2cn(CC(=O)NCc3ccco3)c3ccccc23)cc1C	41	-60	-14	18	-11	1	2	7	-23	-13	-16
54	O=C(Nc1ccccc1)c1cccc(S(=O)(=O)N2CCCCC2)c1	15	10	5	-20	9	11	-10	-10	-3	-8	0
55	Cc1ccc(S(=O)(=O)N2C[C@H]3C(=O)C[C@@H]4C(=O)N(c5ccccc5)C(=O)[C@@H]4[C@@H]3C[C@@H]2c2ccccc2)cc1	-22	7	-2	-3	-1	-7	15	4	/	4	-24
56	CC(=O)/C(C[N+]1(C)CCCCC1)=N\O	10	19	0	-3	3	13	7	-7	-2	-9	11
57	CCOC(=O)c1c(C)[nH]c(C(=O)OCC(=O)N2CCN(S(=O)(=O)c3ccccc3)CC2)c1C	3	-23	-5	-2	4	4	-18	12	1	-39	5
58	COCCCn1c(C)nnc1SCC(=O)NNC(=O)COc1ccc(Cl)cc1	4	5	-3	-3	12	10	-24	3	-8	3	-12
59	C1N2CN3CN1CN(C2)C3	-6	7	-1	11	0	-14	23	-3	10	3	-14
60	CC(=O)Nc1ccc(NC(=O)CN2C(=O)COc3ccc(S(=O)(=O)N4CCOCC4)cc32)cc1	-9	6	17	8	-1	4	13	-2	-4	-19	5
61	Cc1cc(C(=O)N/N=C/c2ccc3c(c2)OCO3)c2ccccc2n1	6	8	6	1	16	-2	29	20	-4	-29	-6
62	Clc1ccccc1-c1nc(-c2cccnc2)no1	34	13	-59	2	-73	2	-75	5	-18	-125	-30
